# High-throughput results deposited in PubChem by several laboratories.
# CHT allo act: allosterically activates the human high affinity choline transporter; Q9GZV3; CHT-expressing cells, membrane potential dye, choline EC20; active compounds read high; LV-AA mutant CHT in HEK293 cells; B-score at 10 µM; hit rate 0.49% among 310,000;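 active means initial fluorescence not abnormally high and integrated response B-score, plate-corrected, over 3 SD above library mean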
# Target sequence (Q9GZV3 whole entry, looked up): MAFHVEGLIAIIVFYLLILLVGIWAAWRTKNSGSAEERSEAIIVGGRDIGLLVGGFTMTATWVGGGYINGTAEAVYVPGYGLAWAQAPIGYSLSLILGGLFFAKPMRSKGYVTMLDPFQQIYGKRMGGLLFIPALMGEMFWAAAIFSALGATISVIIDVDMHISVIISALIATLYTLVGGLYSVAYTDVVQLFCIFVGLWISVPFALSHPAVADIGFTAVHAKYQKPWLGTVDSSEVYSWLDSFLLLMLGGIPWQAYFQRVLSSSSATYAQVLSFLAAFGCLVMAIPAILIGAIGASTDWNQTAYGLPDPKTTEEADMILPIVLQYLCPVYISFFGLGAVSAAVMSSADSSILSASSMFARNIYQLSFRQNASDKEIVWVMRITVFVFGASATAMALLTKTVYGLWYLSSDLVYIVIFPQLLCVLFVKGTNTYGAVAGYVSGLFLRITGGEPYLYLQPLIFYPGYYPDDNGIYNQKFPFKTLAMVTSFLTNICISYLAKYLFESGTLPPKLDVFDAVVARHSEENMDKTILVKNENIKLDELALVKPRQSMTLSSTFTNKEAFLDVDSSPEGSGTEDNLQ
# OX1R antag-1: antagonists of human orexin 1 receptor (OX1R); O43613; OX1R-expressing cells, FRET antagonist read-out; inhibition, % at 6.6 µM; hit rate 1.8% among 330,000; AID 485270; in the data active means inhibition mostly above about 38%, no sharp cut-off; inactive means mostly below about 40%;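 further: 0% = agonist challenge alone and 100% = reference antagonist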
# Target sequence (O43613 whole entry, looked up): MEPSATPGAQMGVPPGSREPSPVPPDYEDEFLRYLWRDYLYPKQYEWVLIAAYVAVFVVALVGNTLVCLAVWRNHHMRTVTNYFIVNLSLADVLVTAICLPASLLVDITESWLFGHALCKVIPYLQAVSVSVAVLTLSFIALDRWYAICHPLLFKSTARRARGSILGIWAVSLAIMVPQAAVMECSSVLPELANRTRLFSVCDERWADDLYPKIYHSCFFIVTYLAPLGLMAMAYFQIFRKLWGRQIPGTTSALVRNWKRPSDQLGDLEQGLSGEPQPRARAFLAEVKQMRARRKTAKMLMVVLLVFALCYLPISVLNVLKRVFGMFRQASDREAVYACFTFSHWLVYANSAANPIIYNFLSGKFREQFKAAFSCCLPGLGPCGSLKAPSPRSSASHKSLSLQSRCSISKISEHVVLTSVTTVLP
# OX1R antag-2: blocks the human orexin 1 receptor. AID 434989. hit rate 0.43% among 330,000. O43613. inhibition, % at 5 µM. CHO/OX1R cells, Fluo-8 calcium fluorescence, orexin A;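 active means inhibition above its plate's threshold, mean inhibition of all tested compounds on the plate plus 3 SD, cut at about 37% in these data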;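 further: 0% = orexin A challenge wells and 100% = SB-334867-A antagonist wells; not every result past the cut was called active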
# Numbers without * were called inactive; i = inactive; · = not tested or not shown.
SMILES,CHT allo act,OX1R antag-1,OX1R antag-2
O=C(Nc1ccc2c(c1)oc1ccccc12)C1CC1,i,37,3
CN(Cc1cccnc1)C(=O)CC1C(=O)NCCN1Cc1ccc(-c2ccccc2)cc1 (centres undefined),i,2,-32
CCCc1cc(C(=O)NC2CCCN(Cc3ccccc3F)C2)no1 (centres undefined),i,18,-10
COc1ccccc1NS(=O)(=O)c1cccc(C(=O)N2CC(C)OC(C)C2)c1 (centres undefined),i,15,-15
CCC(C)C(NC(=O)c1ccc(Cl)cc1Cl)C(=O)O (centres undefined),i,0,-8
CCOC(=O)N1CCC(N2C(=O)c3ccccc3C2Nc2ccc(S(=O)(=O)N3CCOCC3)cc2)CC1 (centres undefined),i,5,-5
O=C(CCc1n[nH]c(=O)[nH]c1=O)N/N=C/c1ccc(Br)o1,i,16,0
O=C(CSc1nc2ccc(Cl)cc2[nH]1)NCCc1ccccc1,i,30,-5
O=C(CN1CCN(CC(=O)Nc2ccccc2F)CC1)Nc1ccc2c(c1)OCCO2,i,-1,-21
CCc1ccc2oc(-c3cc(N)cc(C)c3O)nc2c1,i,37,-24
COc1ccccc1C(=O)OCn1nnc2ccccc2c1=O,i,9,-24
O=C(COc1ccccc1F)N1CCN(S(=O)(=O)/C=C/c2ccccc2)CC1,i,24,-34
CCNc1ccc(C(=O)O)cc1N,i,18,-14
O=C(NCC1CCN(c2ccc(S(=O)(=O)N3CCOCC3)cc2)CC1)c1cccc(Cl)c1,i,0,-1
Nc1c(C(=O)c2ccco2)oc2ccccc12,i,23,5
COc1cc(-c2cc(-c3ccc(O)cc3)nc(N)c2C#N)ccc1O,i,17,-10
O=C(O)c1cc2ncc(-c3[nH]ncc3[N+](=O)[O-])cn2n1,i,69,-20
COc1cc(CN2CCc3ccc(NC(=O)CCc4ccccc4OC)cc3C2)ccc1O,i,15,-27
CC(=O)c1cc(CN2CCC(n3nccc3NC(=O)c3ccccc3)CC2)cs1,i,36,-16
CN(C)C(=O)COc1ncnc2scc(-c3ccc(F)cc3)c12,i,14,-7
Cc1nc(SCC(=O)Nc2ccccc2Cl)oc1C,i,15,-9
Cc1cc(S(=O)(=O)NCC(c2ccc(F)cc2)N2CCN(C)CC2)ccc1F (centres undefined),i,3,-17
Nc1c(-c2ccccc2)sc2ccc3ccccc3[n+]12,i,17,-12
CCOC(=O)C(Oc1ccc2c(-c3ccc(OC)cc3)cc(=O)oc2c1C)c1ccccc1 (centres undefined),i,32,5
O=S(=O)(Nc1ncccn1)c1ccccc1,i,10,-7
# Further structures.
SMILES,CHT allo act,OX1R antag-1,OX1R antag-2
Cc1cccc(Nc2nnc(SCC(=O)NC(=O)Nc3ccc4c(c3)OCCO4)s2)c1,i,2,11
C#CCN1C=C(C(=O)OCC)C(C)NS1(=O)=O (centres undefined),·,3,-2
COc1ccc(CC(=O)Oc2ccc(F)cc2)cc1,i,0,-4
CC(OC(=O)c1ccc(Cl)nc1)C(=O)Nc1ccc2c(c1)OCO2 (centres undefined),·,-3,0
COc1ccc(CN2C(=O)c3c(c(C)n(C)c3C)C2C(=O)NC2CCC(C)CC2)cc1 (centres undefined),i,9,-21
O=C(NCC(c1ccco1)N1CCOCC1)c1ccc(C(F)(F)F)cc1 (centres undefined),i,14,-2
CC(C)c1nc(=S)n(-c2ccccc2)[nH]1,i,5,-15
COc1ccc(OCCCC(=O)OCC(=O)Nc2nnc(-c3ccccc3)o2)cc1,·,2,2
Cc1ccc2c(c1)N(C(C)C(=O)NCc1ccc3c(c1)OCO3)C(=O)CO2 (centres undefined),i,7,-17
Nc1cc(S(=O)(=O)N2CCCCC2)ccc1Oc1ccccc1,i,-19,-26
CC(=O)c1ccc(C(=O)N2CCCC(C(=O)c3ccc(Cl)cc3)C2)s1 (centres undefined),i,28,-31
Cc1ccccc1Cn1cc(NC(=O)COc2ccccc2)cn1,i,-4,-4
COC(=O)c1cccc(-n2[nH]nnc2=S)c1,i,22,-2
COc1ccc(C(=O)C2CCCN(C(=O)CCc3scnc3C)C2)c(C)c1 (centres undefined),i,13,-16
CC(=O)C1=C(O)C(=O)N(Cc2ccccc2)C1c1ccccc1F (centres undefined),i,25,1
Cn1c(=O)cc(OCCCC(=O)NCc2cccnc2)c2ccccc21,i,11,-18
CC[C@H]1OC(=O)[C@H](C)[C@@H](O[C@H]2C[C@@](C)(OC)[C@@H](O)[C@H](C)O2)[C@H](C)[C@@H](O[C@@H]2O[C@H](C)C[C@H](N(C)C)[C@H]2O)[C@](C)(O)C[C@@H](C)C(=O)[C@H](C)[C@@H](O)[C@]1(C)O,i,13,-16
O=C(CSc1nnc(CNC(=O)c2c(F)cccc2F)o1)Nc1ccc2c(c1)OCO2,i,4,2
O=[N+]([O-])c1cc(-c2ccc(/C=N/n3cnnc3)o2)ccc1Cl,6.5*,37,4
CCOc1ccc2oc(C(=O)N(CC)CC(=O)Nc3c(F)cccc3F)c(C)c2c1,i,24,-26
Cc1cc(C)n(CCCN2C(=O)c3cccc4cccc(c34)C2=O)n1,i,28,-23
CN1CCN(C2=C(Cl)C(=O)N(c3ccc(Cl)c(Cl)c3)C2=O)CC1,i,6,-20
CCOc1ccc(C(=O)NCC(=O)OCC(=O)Nc2nnc(-c3ccccc3)o2)cc1,·,7,-2
Cc1ccc(-n2nc(C)c3c(C)c(CCC(=O)O)c(C)nc32)cc1,i,-10,-14
N#Cc1c(N2CCOCC2)nsc1-c1ccccc1,i,5,-17
# The list continues:
SMILES,CHT allo act,OX1R antag-1,OX1R antag-2
C/C(=N/Oc1nc(C)cc(C)n1)c1ccc(F)cc1,i,19,1
CCCOc1ccc(CNC(=O)Cc2cccs2)cc1,i,-4,-18
O=C(O)c1cc([N+](=O)[O-])ccc1N1CCC(Cc2ccccc2)CC1,i,20,-7
CCCCc1c(C)nc2cc(-c3ccco3)[nH]n2c1=O,i,18,-20
CN(c1ccccc1C(N)=O)S(=O)(=O)c1ccccc1,i,5,9
COc1ccc(S(=O)(=O)N2CCN(CC(=O)c3[nH]c(C)c(C(C)=O)c3C)CC2)cc1OC,·,7,-32
Cc1cc(Nc2ccccc2C(=O)O)nc2nc3ccccc3c(=O)n12,i,14,6
COc1cccc(N(C(=O)Cn2nnc(-c3cccs3)n2)C(C(=O)NC2CCCCC2)c2ccncc2)c1 (centres undefined),i,7,-4
Cc1cc(NC(=O)CN2CCCCC2C)no1 (centres undefined),i,8,-9
O=S(=O)(c1cccc(C(F)(F)F)c1)N1CCC(O)(c2cccnc2)CC1,i,32,0
Cn1c(SCC(=O)NC2CCCCC2)nnc1-c1ccccn1,i,15,-12
CC(=O)N(CN1C(=O)c2ccccc2C1=O)c1cccc(C)c1,i,14,-2
Clc1ccc(-c2nnc(C3CCCCC3)o2)cc1,i,24,-19
O=C(O)CCCC(=O)Nc1ccc(-n2ccc(C(F)(F)F)n2)cc1,i,12,-4
CCC(C)NC(=O)CCC(=O)NNc1nc2ccccc2c2nc(C)nn12 (centres undefined),i,4,-13
Cc1ccc(C(c2nnnn2C2CCCC2)N2CCN(c3nc4ccccc4s3)CC2)cc1 (centres undefined),i,10,-9
COc1cc(C(=O)NNC(=O)CCOc2ccccc2)cc(OC)c1OC,·,4,-23
CC(=O)c1cc(C#N)c(N(C)Cc2ccccc2)nc1C,i,6,-19
O=C(Cn1ncn2nc(-c3ccccc3)cc2c1=O)NCc1ccccn1,i,14,-18
COc1ccccc1CCNC(=O)C(=O)NCC1OCCN1S(=O)(=O)c1cc(F)ccc1F (centres undefined),i,0,-10
CCC(CC)Nc1ccc(C(CC(N)=O)NC(=O)Cc2ccc(Br)cc2)cc1[N+](=O)[O-] (centres undefined),i,6,-27
Cc1cc(C)n(CCC(=O)N/N=C/c2ccc(O)cc2)n1,i,-1,-5
Cc1ccc(S(=O)(=O)c2nc(S(C)(=O)=O)sc2N2CCOCC2)cc1,i,3,-15
Cc1ccc(C(=O)Nc2cccc(C(O)c3ccccc3)c2)cc1 (centres undefined),i,11,-32
CC(C)C(c1nnnn1Cc1ccccc1)N(CCCO)Cc1cc2cc3c(cc2[nH]c1=O)OCO3 (centres undefined),i,30,-20

# Single records (already shown).
# Cn1c(SCC(=O)NC2CCCCC2)nnc1-c1ccccn1 in the list: CHT allo act: i; OX1R antag-1: 15; OX1R antag-2: -12
# Cc1ccc(C(=O)Nc2cccc(C(O)c3ccccc3)c2)cc1 (centres undefined) in the list: CHT allo act: i; OX1R antag-1: 11; OX1R antag-2: -32

# Other entries follow:
SMILES,CHT allo act,OX1R antag-1,OX1R antag-2
Cc1ccc(CNc2cc(C(=O)O)ccc2C)s1,i,7,-11
O=C(O)c1ccc(-c2nnc(-c3ccccc3)o2)cc1,i,-8,-6
COc1ccc(S(=O)(=O)N2CC(C(=O)O)Oc3ccc(Cl)cc32)cc1 (centres undefined),i,-3,-11
CN1/C(=C/C(=O)CSc2ccccc2C(=O)O)C(C)(C)c2ccccc21,i,13,14
CCN(CC(=O)Nc1ccc(NC(C)=O)cc1)C(=O)CSCc1c(C)noc1C,i,2,1
COc1ccccc1CC(=O)NNS(=O)(=O)c1ccc([N+](=O)[O-])cc1,i,21,-11
COc1ccc(OC)c(C(c2nnnn2C(C)(C)C)N2CCc3ccccc3C2)c1 (centres undefined),i,21,-5
CCC(C)c1ccc(O)c(N)c1 (centres undefined),i,5,-2
CC(Nc1nc(-c2ccc(F)cc2)cs1)c1nc2cc(Cl)c(N3CCCCC3)cc2n1CCOCCO (centres undefined),i,13,-21
O=c1ccc(Cc2ccc(Cl)cc2)n[nH]1,i,5,-1
CC(Oc1ccc(F)cc1)C(O)CCN(C)C (centres undefined),i,4,-18
CS(=O)(=O)Cc1ccc(C(=O)N2CCN(C(=O)c3cccs3)CC2)cc1,·,-2,-4
Cc1c(N2C(=O)CSC23C(=O)Nc2ccccc23)c(=O)n(-c2ccccc2)n1C (centres undefined),i,8,0
O=C(NC(=S)Nc1cccnc1)c1ccccc1,i,8,-8
Cc1ccc(NS(=O)(=O)c2cc(C(=O)OCC(=O)NCC3CCCO3)ccc2C)cc1 (centres undefined),i,2,-23
Fc1ccc(N2CN(Cc3cccnc3)CNC2=S)cc1,i,4,-4
C/C(=C\C(=O)N1CCc2ccccc21)C(=O)O,i,9,-1
Cc1cc([N+](=O)[O-])nn1CC(=O)N(C)Cc1ccccc1,i,15,-21
Cc1noc(C)c1C(=O)Nc1nc2ccc(S(C)(=O)=O)cc2s1,i,10,-20
Cc1cccc(Nc2nc(-c3ccc(F)cc3)cs2)n1,i,35,-35
CCOC(=O)C1(O)CC(C)=NN1C(=O)c1cccc(Cl)c1 (centres undefined),i,4,-7
CCOC(=O)N1CCN(c2nc(C)cc(C(F)(F)F)n2)CC1,i,16,-5
COCCNC(=O)c1nc2ccccc2s1,i,17,-6
O=C(Oc1ccc2ccc(OC(=O)N3CCOCC3)cc2c1)N1CCOCC1,i,31,-11
O=C(Oc1ccc2c(=O)c(Oc3ccc4ccccc4c3)coc2c1)c1cccnc1,i,8,-2
# (list continues)
SMILES,CHT allo act,OX1R antag-1,OX1R antag-2
O=C(NC1CC1)C1=C[C@@H](c2ccc(C(F)(F)F)cc2)C[C@@H](OCc2ccc(CO)cc2)O1,i,20,-20
CCCS(=O)(=O)N1CCC(Cc2ccc(OC)cc2)(C(=O)OCC)CC1,i,20,-1
CCOC(=O)c1c(-c2ccc(OC)cc2)nc2nonc2c1N,i,27,-1
Cc1ccc(S(=O)(=O)NC(=O)N2CCN(Cc3c(F)cccc3Cl)CC2)cc1,i,-2,-12
Cn1ccnc1SCC(=O)Nc1cc(C(F)(F)F)ccc1N1CCOCC1,i,5,-2
CN1C(=O)N(C)C2CC1N(C)C(=O)N2C,i,2,-13
O=c1nc(/C=C/c2cccn2-c2ccc([N+](=O)[O-])cc2)cc(C(F)(F)F)[nH]1,i,23,-6
Cc1ccc(NC(=O)[C@@H]2CCC(=O)N2C2OC(=O)c3ccccc32)cc1Cl (some centres undefined),i,5,-2
O=C1Nc2ccc(Cl)cc2/C1=C/C1CC=CCC1 (centres undefined),i,21,-31
CC(Sc1nnc(-c2ccccc2F)n1C1CC1)C(=O)NC(N)=O (centres undefined),i,9,-19
Cc1ccc(OCCn2c(C)c(/C=N/n3cnnc3)c3ccccc32)cc1,i,16,-22
CCC(=O)N1CCN(c2nc(CC)nc3sc4c(c23)CCCC4)CC1,i,12,-9

# A different layout for part of the listing above.
# Values run as follows: CHT allo act	OX1R antag-1	OX1R antag-2
O=C(Oc1ccc2ccc(OC(=O)N3CCOCC3)cc2c1)N1CCOCC1
 : i	31	-11
O=C(Oc1ccc2c(=O)c(Oc3ccc4ccccc4c3)coc2c1)c1cccnc1
 : i	8	-2
O=C(NC1CC1)C1=C[C@@H](c2ccc(C(F)(F)F)cc2)C[C@@H](OCc2ccc(CO)cc2)O1
 : i	20	-20
CCCS(=O)(=O)N1CCC(Cc2ccc(OC)cc2)(C(=O)OCC)CC1
 : i	20	-1
CCOC(=O)c1c(-c2ccc(OC)cc2)nc2nonc2c1N
 : i	27	-1
Cc1ccc(S(=O)(=O)NC(=O)N2CCN(Cc3c(F)cccc3Cl)CC2)cc1
 : i	-2	-12
Cn1ccnc1SCC(=O)Nc1cc(C(F)(F)F)ccc1N1CCOCC1
 : i	5	-2
CN1C(=O)N(C)C2CC1N(C)C(=O)N2C
 : i	2	-13
O=c1nc(/C=C/c2cccn2-c2ccc([N+](=O)[O-])cc2)cc(C(F)(F)F)[nH]1
 : i	23	-6
Cc1ccc(NC(=O)[C@@H]2CCC(=O)N2C2OC(=O)c3ccccc32)cc1Cl (some centres undefined)
 : i	5	-2
O=C1Nc2ccc(Cl)cc2/C1=C/C1CC=CCC1 (centres undefined)
 : i	21	-31
CC(Sc1nnc(-c2ccccc2F)n1C1CC1)C(=O)NC(N)=O (centres undefined)
 : i	9	-19
Cc1ccc(OCCn2c(C)c(/C=N/n3cnnc3)c3ccccc32)cc1
 : i	16	-22
CCC(=O)N1CCN(c2nc(CC)nc3sc4c(c23)CCCC4)CC1
 : i	12	-9
